Source: PubChem BioAssay (National Center for Advancing Translational Sciences (NCATS))
KAT2A inh: GCN5L2 (KAT2A) acetyltransferase inhibition. Q92830. GCN5L2 HAT assay, ThioGlo1 CoA-SH fluorescence. Potency, µM (top dose mostly 58.9 µM), for inactives: at the highest dose activity change, negative = inhibition, usual class: inhibitors. 0.21% of 390,000 active
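qHTS, 1536-well. 20nM enzyme, pH 7.5 HEPES/EDTA/Tween-20 buffer; 15 min compound preinc., RT. Start: 75uM H3(1-25), 70uM AcCoA, 50uM ThioGlo1. Read Ex340/Em540 at t=0 (autofluorescence flag) and t=20 min.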
FEN1 inh: human FEN1 inhibition | Recombinant FEN1 flap cleavage, fluorescence, 15 min | Potency, µM (doses to about 114 µM), without a hit: top-dose activity change, negative = inhibition, usual class: inhibitors | 0.35% of 390,000 active | AID 588795; further: nearly all actives have a fitted effect of over 65% in size
Target sequence (P39748 whole entry, looked up): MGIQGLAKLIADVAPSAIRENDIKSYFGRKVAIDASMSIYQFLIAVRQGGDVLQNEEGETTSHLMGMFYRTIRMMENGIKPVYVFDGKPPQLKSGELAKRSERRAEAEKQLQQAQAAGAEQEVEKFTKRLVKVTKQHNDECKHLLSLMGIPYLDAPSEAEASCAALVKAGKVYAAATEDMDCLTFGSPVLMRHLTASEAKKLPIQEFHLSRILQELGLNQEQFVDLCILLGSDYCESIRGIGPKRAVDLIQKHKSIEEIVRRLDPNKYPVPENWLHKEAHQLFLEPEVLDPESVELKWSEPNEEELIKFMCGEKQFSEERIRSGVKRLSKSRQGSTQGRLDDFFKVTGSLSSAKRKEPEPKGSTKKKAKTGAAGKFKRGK
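Steps: FEN1 (10 nM) dispensed; compound added by pin tool; 15 min at room temperature; substrate added to 50 nM final; reads at 0 min and 15 min; data normalized and fitted (four-parameter Hill).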
N370S GC mod: inhibits or activates N370S mutant glucocerebrosidase; N370S GC spleen homogenate, 4MU-glucoside fluorescence; Potency, µM (top dose mostly 59.4 µM), for inactives: at the top dose activity change, negative = inhibition, actives largely listed as inhibitors; 0.092% of 330,000 active;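 further: 0% = full enzyme activity and -100% = no enzyme basal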
The depositor's hits bear a star; ? = inconclusive; . = no result given; & = joins results of further samples. The call rests on the fitted dose curve; in most records, active means well fitted curve in the direction sought with a large enough effect; inconclusive means small, poorly fitted or top-dose-only effect, or another doubt; inactive means no such curve, though single readings can be large; an effect the other way counts as inactive or inconclusive. Unless noted, on the % scale 0 is the no-effect control and ±100 the full control effect; potency means the concentration at half of the fitted maximal effect. A portion of the library. The share of hits here may be higher or lower than overall.

SMILES | KAT2A inh | FEN1 inh | N370S GC mod
CCN(CC)CCn1c2c(c(SCC(=O)Nc3nccs3)nc1=O)CCCC2 | -1% | 2% | -2%
Cc1ccc(CNC(=O)Cn2c(=O)ccc3cc(S(=O)(=O)N4CCC(C)CC4)ccc32)cc1 | 12% | 19% | .
CC(=O)Nc1ccc(C(F)(F)F)cc1Cl | 10% | -3% | -5%
CCCc1ccc(C(C)NC(=S)NC2CCCCC2)cc1 (stereo not given) | -3% | 6% | -7%
CCCCNc1c(-c2cccc(Sc3ccc(OC)cc3)c2)nc2ccccn12 | -16% | -28% | .
Cc1ccc2c(CSc3nnc(N)s3)cc(=O)oc2c1 | -15% | -5% | 17%
CC1(C)C(=O)Nc2ccccc2N1C(=O)COC(=O)c1cc([N+](=O)[O-])ccc1N | -3% | -19% | -4%
Cc1c(C(=O)N2CCCC2)c(S(=O)(=O)NCCc2ccccc2)c(C)n1C | -2% | -5% | 4%
COc1cccc(Cn2c(=O)c(-c3cn(C)c4ccccc34)nc3cnc(OC)nc32)c1 | 0% | . | -1%
O=C1c2ccccc2C(=O)N1Cc1cc(Cl)c(O)c([N+](=O)[O-])c1 | -4% | -1% | -6%
CC(C)c1ccc(S(=O)(=O)N2CCC(N3CCN(Cc4ccccc4)C(=O)C3=O)CC2)cc1 | -8% | 3% | .
O=C(NNC(=O)c1ccccc1O)c1ccc(Cl)c(S(=O)(=O)N2CCc3ccccc32)c1 | -12% | 5% | 2%
O=C(CC1(O)C(=O)Nc2ccccc21)c1ccc2c(c1)OCO2 (stereo not given) | -5% | 12% | -7%
O=c1ccc(S(=O)(=O)N2CCCC2)cn1Cc1nc(-c2ccccc2)no1 | 2% | 7% | .
CCC(=O)N1CCc2cc(S(=O)(=O)NC(C(=O)NCc3ccc(C)cc3)C(C)C)ccc21 (stereo not given) | 1% | 2% | 2%
Cc1cccc(OCC(=O)NNS(=O)(=O)c2ccccc2F)c1 | -4% | -8% | -9%

Entries of single compounds from above:
O=C(NNC(=O)c1ccccc1O)c1ccc(Cl)c(S(=O)(=O)N2CCc3ccccc32)c1 across the screens: KAT2A inh: -12%; FEN1 inh: 5%; N370S GC mod: 2%
O=C1c2ccccc2C(=O)N1Cc1cc(Cl)c(O)c([N+](=O)[O-])c1 across the screens: KAT2A inh: -4%; FEN1 inh: -1%; N370S GC mod: -6%

(more compounds)
SMILES | KAT2A inh | FEN1 inh | N370S GC mod
CCNC(=S)N1CCN(S(=O)(=O)c2ccc(Cl)s2)CC1 | 1% | -4% | .
C=CCn1c(CNS(=O)(=O)c2ccc(Cl)cc2)n[nH]c1=S | -2% | -12% | -4%
Cc1noc(C)c1S(=O)(=O)N(C)C[C@H]1Oc2c(NC(=O)NC(C)C)cccc2C(=O)N([C@H](C)CO)C[C@@H]1C | 1% | -2% | .
CC(=O)N1CCN(Cc2nc3cc(NC(=O)c4ccccc4Cl)ccc3n2C)CC1 | -6% | -4% | 2%
O=C(CCNC(=O)c1ccc([N+](=O)[O-])cc1)Nc1cc(Cl)ccc1N1CCOCC1 | 1% | 0% | .
C[C@@H]([C@@H](O)c1ccccc1)N(C)C(=O)C(N)Cc1ccccc1 (stereo not given in full) | -21% | -3% | -17%
O=C(OCc1cccc([N+](=O)[O-])c1)c1cnccn1 | -18% | -1% | -17%
Cc1ncoc1C(=O)N1CCc2c([nH]c3ccccc23)C1C(C)(C)C (stereo not given) | -5% | -6% | 7%
CCS(=O)(=O)c1ncc(Cl)c(C(=O)N2CCN(c3ccc(OC)cc3)CC2)n1 | 0% | -3% | .
CN(C)CCNC(=O)c1ccc(Cl)s1 | -18% | -10% | -7%
COc1ccc(N2Cc3cccc(C(=O)O)c3C2=O)cc1 | ? | -16%&-3% | -1%
COc1ccc(CCNC(=O)C2CCN(Cc3nc(-c4ccc(OC)c(OC)c4)oc3C)CC2)cc1OC | -6% | -3% | .
OCC1CCCN(C(=S)NCCc2ccccc2)C1 (stereo not given) | ? | 6% | 14%
COc1c(C)cc(Br)cc1C(=O)Nc1ccccc1C | -5% | 2% | 2%
CC1(c2ccc(Cl)cc2)NC(=O)N(CC(=O)N2CCc3ccccc32)C1=O (stereo not given) | 0% | 23% | .
Cc1ccc(OCC(=O)N(c2ccc(C)cc2)S(=O)(=O)c2ccc(Cl)cc2)cc1 | -8% | 4% | .
O=C(Cn1ccn(-c2ccc(F)cc2)c(=O)c1=O)Nc1ccccc1C(F)(F)F | -8% | -1% | .
COC(=O)CS(=O)(=O)c1nc2ccccc2nc1N1CCCCC1 | -6% | 10% | .
CC(C)COc1ccc(C(=O)Nc2onc3c2CCCC3)cc1 | -9% | 3% | .
Cc1ccc2oc(=O)n(CCNC(=O)Nc3ccccc3Cl)c2c1 | -4% | 18% | .
COC(=O)/C=c1/sc2nc3ccccc3n2c1=O | ? | 3% | 15%
CCOc1ccc(CN2C(=O)c3ccccc3C2=O)cc1C(=O)N1CCC(C(N)=O)CC1 | -1% | 0% | -14%
COc1cccc(Oc2ncnc(N)c2[N+](=O)[O-])c1 | 22% | -7% | -21%
Cc1ccc(OCC(=O)N2CCc3ccccc3C2)c(C)c1 | -5% | -1% | 3%

Later entries:
molecule,KAT2A inh,FEN1 inh,N370S GC mod
COc1ccc2c(c1)CC(C(=O)NCCCN1CCN(c3cccc(Cl)c3)CC1)CO2 (stereo not given),-13%,10%,.
O=S(=O)(NCc1ccccc1)c1ccc(Cl)c(S(=O)(=O)NCc2ccccc2)c1,-5%,-4%,-13%
Clc1ccccc1N1CCN(Cc2nnc(-c3ccccc3)o2)CC1,-7%,-11%,.
Cc1cc(=O)oc2cc(OCC(=O)N/N=C/c3ccccc3[N+](=O)[O-])ccc12,-17%,?,6%
CCOC(=O)c1c(N2C(=O)C=CC2=O)sc(C)c1C,?,-8%,1%
O=C(Nc1nnc(-c2ccc(Cl)cc2)o1)c1nc2ccccc2s1,-5%,11%,-1%
Cc1c(CC(=O)N[C@H](C(=O)O)C(C)C)c(=O)oc2cc3c(cc12)CCC(C)(C)O3,-1%,5%,?
O=C(Nc1ccccc1)c1ccc(-c2ccc([N+](=O)[O-])cc2)o1,-27%,-4%,-14%
Cc1cc(OCc2cc(C(=O)NC3CCC3)no2)cc(C)c1Cl,-2%,-11%,0%
CCC(Sc1nc2ccccc2s1)C(=O)Nc1nnc(C)s1 (stereo not given),-16%,-10%,8%
O=C(c1cc2nc(-c3ccco3)cc(C(F)(F)F)n2n1)N1CCc2ccccc2C1,0%,-1%,10%
C/C(=N/O)c1cccc(N2Cc3ccccc3C2)c1,-4%,-12%,-9%
Cc1ccc(OCc2nc(-c3ccccc3)no2)c(C)c1,0%,7%,-1%
N/N=C(\c1ccccc1)c1cc(Cl)ccc1N,-4%,12%,-7%
COc1ccc(Nc2oc(COc3ccccc3F)nc2C#N)cc1,-4%,-4%,2%
COc1cccc(-c2nc(CS(=O)(=O)CC(=O)NCCN3CCOCC3)c(C)o2)c1,-5%,4%,-2%
Cn1c(CNC(=O)C2CCCCC2)cc2ccccc21,-9%,-1%,-5%
Oc1ccc(-c2nc(=S)[nH][nH]2)cc1,-23%,-3%,13%
O=C(CCC(=O)OCC(=O)c1ccc([N+](=O)[O-])cc1)Nc1ccccc1Cl,1%,-5%,-2%
O=C(NCCSc1c(-c2ccc(Br)cc2)[nH]c2ccccc12)c1ccc(S(=O)(=O)N2CCOCC2)cc1,-9%,12%,.
O=C(NCCCN1CCOCC1)c1cccc(S(=O)(=O)NCc2ccccc2)c1,1%,6%,-2%
N#Cc1c(-c2cccs2)nc(SCc2ccc(Cl)cc2)[nH]c1=O,25µM*,-24%,3%
Cc1cccc(S(=O)(=O)Nc2ccc(-c3cn4ccccc4n3)cc2)c1,0%,-12%,-29%
Cc1ccc(CNC(=O)CSc2nc3ccccc3nc2Cc2ccc(C)cc2)cc1,-6%,-11%,.
CC(=O)c1cccc(NC(=O)C(C)OC(=O)Cc2c[nH]c3ccccc23)c1 (stereo not given),0%,-8%,-17%
CN(Cc1ccccc1)C(=O)c1nn2cccnc2c1Cl,-9%,10%,0%
Cc1cc(C)c(C)c(OCCn2ccnc2)c1,1%,-1%,-3%
O=C(COc1ccc2ccccc2c1)NNC(=O)c1cnccn1,-6%,4%,-1%
COc1ccccc1CC(NC(C)=O)C(=O)NC1CCN(C(=O)c2ccc([N+](=O)[O-])cc2)CC1 (stereo not given),5%,8%,6%
CC1Cc2cc(/C(O)=C3/C(=O)C(=O)N(CCN4CCOCC4)C3c3ccc([N+](=O)[O-])cc3)ccc2O1 (stereo not given),-8%,7%,-8%

Structures above shown as hits in KAT2A inh.
SMILES | KAT2A inh | N370S GC mod
N#Cc1c(-c2cccs2)nc(SCc2ccc(Cl)cc2)[nH]c1=O | 25µM* | 3%

Ordered by value in N370S GC mod (falling): some entries from above
structure,KAT2A inh,N370S GC mod
COc1ccccc1CC(NC(C)=O)C(=O)NC1CCN(C(=O)c2ccc([N+](=O)[O-])cc2)CC1 (stereo not given),5%,6%
O=C(NCCCN1CCOCC1)c1cccc(S(=O)(=O)NCc2ccccc2)c1,1%,-2%
Cn1c(CNC(=O)C2CCCCC2)cc2ccccc21,-9%,-5%

More structures.
molecule,KAT2A inh,FEN1 inh,N370S GC mod
CCC(CC)C(=O)c1c[nH]c(C(=O)NCc2cccnc2)c1,-6%,10%,1%
O=C(c1cccc([N+](=O)[O-])c1)N1CCN(c2ccccn2)CC1,0%,2%,8%
O=C(O)Cc1ccc(N=Nc2c(O)c(C(=O)O)cc3ccccc23)cc1,?,50µM*,-10%
CCCCCCOc1ccc(C(CC(N)=O)C(=O)O)cc1 (stereo not given),-8%,7%,-16%
COc1ccc(/C=N/NC(=O)c2cccc(Br)c2)cc1Cn1cc(Cl)cn1,-7%,2%,?
O=C(NC(=S)Nc1ccc(Cl)c(C(=O)O)c1)c1cccc(COc2ccccc2)c1,-7%,-10%,12%
CCOC(=O)c1cc2occc2n1CC(=O)N1CCN(C(=O)c2ccco2)CC1,-6%,5%,2%
CCC1OC23CCCCC2C(C#N)(C(=N)O3)C1(C#N)C#N (stereo not given),?,-6%,15%
COc1ccccc1N1C(=O)S/C(=C\c2cc(C)n(C)c2C)C1=O,-9%,9%,-4%
CN(NC(=O)NN)c1ncc(C(F)(F)F)cc1Cl,-2%,-10%,-4%
Cc1ccc(CNc2ncnc(N)c2[N+](=O)[O-])cc1,0%,-7%,-1%
COc1ccc(NC(=O)CCN2CCCCC2)cc1,-5%,1%,-8%
CCC1CCCCN1CCCNC(=O)c1ccc2c(c1)N(Cc1c(F)cccc1Cl)C(=O)CS2 (stereo not given),-3%,0%,-16%
O=C(NC(=S)NCc1ccc(Cl)cc1Cl)c1ccco1,-7%,0%,.
O=C(CN(C1CC1)S(=O)(=O)c1ccc(S(=O)(=O)NC2CCCCC2)cc1)Nc1ccccc1,-5%,-5%,-17%
N#C/C(=C\c1ccccc1)C(=O)NCc1ccc(F)cc1,-8%,5%,0%
COc1cc(NC(=O)Nc2cccc(C(C)=O)c2)cc(OC)c1OC,-3%,-33%,3%
CCOc1ccccc1CNC(=O)c1cnn(-c2ccc(C)cc2)c1-n1cccc1,-9%,-1%,.
CC(C)CN(CC(C)C)S(=O)(=O)c1ccc(C(=O)Nc2sc3c(c2C(N)=O)CCN(C(C)C)C3)cc1,-8%,1%,.
O=C(CSCc1ccc(Cl)cc1)NCCSCc1ccco1,-13%,-7%,6%
CCOc1ccc(NC(=O)c2nn(-c3ccc(OC)cc3OC)c(=O)c3ccccc23)cc1,10%,.,-4%
COC(=O)c1c(C)oc(C)c1S(=O)(=O)N1CCCC1,-1%,27%,-2%
O=C(COc1cccc(NC(=O)c2ccco2)c1)c1ccccc1,1%,13%,3%
CCOC(=O)C1=C(CS(=O)(=O)c2ccccc2)NC(=O)NC1c1ccccc1OC (stereo not given),0%,1%,-1%
CC(=O)N1CCN(C2c3cccc4cccc(c34)C2NS(=O)(=O)c2ccccc2)CC1 (stereo not given),3%,-9%,-1%
O=[N+]([O-])c1ccccc1OCCN1CCCC1,-13%,-2%,-13%
CCNC(=S)NCc1ccco1,0%,9%,-1%
O=C(O)CCCC(=O)Nc1ccc(Sc2ccc([N+](=O)[O-])cc2)cc1,13%,0%,-15%
O=C(CCNC(=O)c1ccccc1Cl)NCc1cccnc1,2%,0%,1%
CCCCn1c(N)c(N(CC(C)C)C(=O)C2CCN(S(=O)(=O)c3ccc(C)cc3)CC2)c(=O)[nH]c1=O,3%,2%,-18%
NC(=O)c1ncn([C@@H]2O[C@H](CO)[C@@H](O)[C@H]2O)c1O,?,-7%,3%&21%
Cc1cc(C)c(NC(=O)CSc2nc(-c3ccc(F)cc3)nc3c2Cc2c(CO)cnc(C)c2O3)c(C)c1,2%,-2%,.
